# Screening data deposited in PubChem by National Center for Advancing Translational Sciences (NCATS).
# Tb PGK inh – inhibitors of T. brucei phosphoglycerate kinase | PGK/GAPDH coupled, Kinase-Glo luminescence, 60 min | Potency, µM (series often up to 57.5 µM), inactives show at the top dose activity change, negative = inhibition, hits mostly inhibitors | 0.043% of 380,000 active | AID 602233; further: potency means the concentration at half of the fitted maximal effect; on the % scale 0 is the no-effect control and ±100 the full control effect; nearly all actives have a fitted effect of over 60% in size
#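 Luminescent ATP detection (Kinase-Glo Plus) follows a 60-minute room-temperature incubation, with wells lacking PGK as controls. Buffer: 100 mM TEA (pH 7.6), 5 mM MgCl2, 0.01% Tween-20. Coupling enzyme GAPDH (100 nM final) supplies unstable 1,3-BPG in-well.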
# Pol iota inh – inhibitors of human DNA polymerase iota; Pol iota fluorescent replication assay, 10 min; Potency, µM (doses to about 115 µM), for inactives: top-dose activity, negative = inhibition, actives largely listed as inhibitors; 1% of 390,000 active; further: potency means the concentration at half of the fitted maximal effect
#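 Pol iota at 10 nM preincubated 15 min with compounds at room temperature; reaction started with fluorescent substrate, 50 nM final. Fluorescence read kinetically at 0 and 10 min; buffer-only wells as negative control.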
# RXFP1 antag – blocks the human relaxin receptor RXFP1 | 0.59% of 350,000 active | Q9HBX9 | HEK293-RXFP1, relaxin-stimulated cAMP HTRF, 30 min; stronger effect = lower value | activity change, negative = inhibition, % at 57.5 µM;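 active means activity change of -60% or lower, but not beyond a set lower limit; inconclusive means change between -60% and -40%, or beyond the set limit; inactive means change above -40%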; further: on the % scale 0 is the no-effect control and ±100 the full control effect
# BLM inh – Bloom syndrome helicase (human) inhibition | P54132 | recombinant BLM DNA unwinding, fluorescence dequenching | Potency, µM (titrated, usually from 56.1 µM), for the others: top-dose activity change, negative = inhibition, most hits filed as inhibitors | 0.2% of 350,000 active | AID 2528;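 further: potency means the concentration at half of the fitted maximal effect; plate controls were vehicle for no effect and no enzyme for full effect; nearly all actives have a fitted effect of over 35% in size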
# Target sequence (P54132 whole entry, looked up): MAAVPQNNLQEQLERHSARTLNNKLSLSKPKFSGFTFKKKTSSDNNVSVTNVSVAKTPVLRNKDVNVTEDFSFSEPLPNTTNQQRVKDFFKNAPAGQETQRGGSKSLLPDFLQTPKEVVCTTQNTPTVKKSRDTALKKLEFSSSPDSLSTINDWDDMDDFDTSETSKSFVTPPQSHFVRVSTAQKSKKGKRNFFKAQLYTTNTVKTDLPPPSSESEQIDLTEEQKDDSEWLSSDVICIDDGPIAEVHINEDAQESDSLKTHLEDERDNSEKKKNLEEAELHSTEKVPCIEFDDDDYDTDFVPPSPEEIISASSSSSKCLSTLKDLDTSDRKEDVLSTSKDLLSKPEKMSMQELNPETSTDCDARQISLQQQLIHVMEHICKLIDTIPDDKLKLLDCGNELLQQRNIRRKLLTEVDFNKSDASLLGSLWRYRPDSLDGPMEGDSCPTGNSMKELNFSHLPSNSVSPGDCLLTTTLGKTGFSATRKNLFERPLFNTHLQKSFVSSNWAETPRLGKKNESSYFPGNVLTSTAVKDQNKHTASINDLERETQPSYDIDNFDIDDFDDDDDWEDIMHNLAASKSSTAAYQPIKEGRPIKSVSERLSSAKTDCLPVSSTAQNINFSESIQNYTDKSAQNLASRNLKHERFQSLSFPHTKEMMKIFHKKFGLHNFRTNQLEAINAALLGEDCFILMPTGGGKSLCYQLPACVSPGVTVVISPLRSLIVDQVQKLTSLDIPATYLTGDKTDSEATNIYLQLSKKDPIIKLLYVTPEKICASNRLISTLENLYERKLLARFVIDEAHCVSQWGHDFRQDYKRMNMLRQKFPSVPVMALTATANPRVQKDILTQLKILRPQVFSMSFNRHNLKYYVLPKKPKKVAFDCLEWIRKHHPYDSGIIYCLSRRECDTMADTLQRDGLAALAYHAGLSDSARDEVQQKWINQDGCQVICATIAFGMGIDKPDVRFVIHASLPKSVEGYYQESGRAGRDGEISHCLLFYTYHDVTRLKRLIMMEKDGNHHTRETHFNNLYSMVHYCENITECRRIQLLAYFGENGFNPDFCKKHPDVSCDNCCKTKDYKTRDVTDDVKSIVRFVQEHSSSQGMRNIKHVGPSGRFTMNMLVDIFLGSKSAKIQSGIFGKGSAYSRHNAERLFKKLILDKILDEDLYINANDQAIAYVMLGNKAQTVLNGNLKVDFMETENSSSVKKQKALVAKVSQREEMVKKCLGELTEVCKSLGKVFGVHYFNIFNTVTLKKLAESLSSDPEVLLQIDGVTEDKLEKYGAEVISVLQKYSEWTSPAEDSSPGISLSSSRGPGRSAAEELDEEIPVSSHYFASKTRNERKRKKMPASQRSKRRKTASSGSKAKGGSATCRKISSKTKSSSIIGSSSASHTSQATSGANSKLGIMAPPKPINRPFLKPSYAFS
# POLB inh – blocks human DNA polymerase beta activity; Pol beta primer extension/strand displacement, fluorescence kinetic; Potency, µM (doses to about 114 µM), for the others: top-dose activity change, negative = inhibition, usual class: inhibitors; 1.3% of 340,000 active; further: potency means the concentration at half of the fitted maximal effect; on the % scale 0 is the no-effect control and ±100 the full control effect
#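 Curves were derived by four-parameter Hill fits of normalized qHTS data. The kinetic fluorescent primer-extension read was taken at 0 and 10 min after 50 nM substrate, following a 15 min room-temperature preincubation of 10 nM enzyme with compounds.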
# Pol eta inh – blocks human DNA polymerase eta activity | AID 588591 | recombinant Pol eta, fluorescent DNA replication assay | Potency, µM (highest dose often 114 µM), for inactives: top-dose activity change, negative = inhibition, usual class: inhibitors | 1.2% of 390,000 active; further: potency means the concentration at half of the fitted maximal effect; on the % scale 0 is the no-effect control and ±100 the full control effect
#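 Pol eta at 10 nM preincubated with compounds 15 min at room temperature; reaction started with fluorescent substrate (50 nM final) and read kinetically at 0 and 10 min.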
# APE1 inh – APE1 (human) endonuclease inhibition; P27695; recombinant APE1, TAMRA/BHQ-2 abasic DNA cleavage fluorescence; Potency, µM (titrated, usually from 65.8 µM), for inactives: top-dose activity change, negative = inhibition, hits mostly inhibitors; 0.35% of 350,000 active;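 further: potency means the concentration at half of the fitted maximal effect; plate controls were vehicle for no effect and reference inhibitor for full effect; nearly all actives have a fitted effect of over 55% in size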
#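 0.75 nM APE1 + cpd, 15 min RT; start w/ 50 nM TAMRA/BHQ-2 THF-abasic dsDNA; kinetic fluor 525/598 nm ×3 reads @60 s; Δ(read3−read1); normalized to DMSO and NSC13755 control wells.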
# POLK inh – DNA polymerase kappa (human) inhibition; Q9UBT6; purified Pol kappa, fluorescent DNA synthesis assay, 10 min; Potency, µM (titrated, usually from 107 µM), for the others: top-dose activity, negative = inhibition, actives largely listed as inhibitors; 0.53% of 400,000 active; AID 588579; further: potency means the concentration at half of the fitted maximal effect; on the % scale 0 is the no-effect control and ±100 the full control effect
#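 Activity was followed as the change in fluorescence between reads at 0 and 10 min after starting the reaction with 50 nM substrate. Beforehand, 10 nM polymerase had been preincubated with compound for 15 min at room temperature.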
# Apoferritin bind – binds horse apoferritin like a general anesthetic. P02791. apoferritin/1-aminoanthracene competitive binding, fluorescence. Potency, µM (highest dose often 77.5 µM), for inactives: at the top dose activity change, negative = displacement, actives largely listed as inhibitors. 0.074% of 350,000 active; further: potency means the concentration at half of the fitted maximal effect; on the % scale 0 is the no-effect control and ±100 the full control effect; nearly all actives have a fitted effect of over 20% in size
#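 Apoferritin-based anesthetic binding model; compound displacement of fluorescent 1-AMA measured as endpoint fluorescence after 10 minutes at room temperature, scaled to free-ligand and complex controls.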
# Starred values were filed as active, the others as inactive; i = inactive; ? = inconclusive; . = no result given; & = joins results of further samples; [ ] = remark or other dose. Unless noted, the call rests on the fitted dose curve; in most records, active means well fitted curve in the direction sought with a large enough effect; inconclusive means small, poorly fitted or top-dose-only effect, or another doubt; inactive means no such curve, though single readings can be large; an effect the other way counts as inactive or inconclusive. A portion of the library; rates above refer to the full screens.
1: COc1ccccc1CNc1nc(C)c(C(=O)N(C)C)s1
2: COc1cc2c(=O)n(CCc3ccccc3)c(=O)n(CC(=O)Nc3ccccc3)c2cc1OC
3: O=C(Nc1ccccc1)OCCNC(=O)c1ccccc1
4: Cc1ccc2nc(C(C)O)[nH]c2c1 (stereo not drawn)
5: COc1ccc(NC(=O)CCCC2CCCCC2)cc1S(=O)(=O)N1CCCCC1
Compound	1	2	3	4	5
Tb PGK inh	8.9%	5.0%	-2.0%	-5.3%	-9.7%
Pol iota inh	-20.0%	6.1%	4.0%	-0.3%	3.0%
RXFP1 antag	4.2	.	4.5	-19.1	4.8
BLM inh	-1.7%	-0.3%	-2.5%	-5.3%	-11.0%
POLB inh	-0.2%	5.7%	0.4%	2.4%	17.8%
Pol eta inh	-9.1%	-9.1%	-2.4%	6.4%	-23.8%
APE1 inh	91.6%[activator]	.	1.3%	8.4%	-5.0%
POLK inh	-1.6%	-24.7%	-8.3%	-13.3%	-17.6%
Apoferritin bind	-2.5%	3.8%	-8.5%	-2.8%	-13.5%

6: Cc1cnc(NC(=O)COc2ccccc2)s1
7: CCOC(=O)/C(C#N)=C\C1=C(N2CCCC2)CC(C)(CC)OC1 (stereo not drawn)
8: CC(C)c1ccc(N(CCc2ccccn2)C(=O)C(C)(C)C)cc1
9: CC1(C)CC(=O)c2c(O)cc(OCC(=O)N3CCN(c4ccccc4)CC3)cc2O1
10: COc1ccc(CC(C#N)(CO)c2nc3ccccc3[nH]2)cc1 (stereo not drawn)
Compound	6	7	8	9	10
Tb PGK inh	-8.3%	-1.4%	-4.9%	3.1%	-1.6%
Pol iota inh	9.1%	16.8%	37.8%[activator]	-6.3%	22.6%
RXFP1 antag	-2.5	0.0	-13.7	.	7.3
BLM inh	-2.2%	0.6%	.	-3.2%	1.6%
POLB inh	22.2%	27.1%	.	40.5%	10.3%
Pol eta inh	6.8%	-18.8%	-17.9%	-12.3%	-11.3%
APE1 inh	6.5%	-1.8%	.	4.4%	21.0%
POLK inh	-6.3%	-8.1%	-5.8%	-9.5%	-23.7%
Apoferritin bind	-14.6%	-10.4%	.	-22.3%	-15.0%

11: Cc1ccc(C(=O)NCCc2nnc(SCC(=O)Nc3nc(-c4ccccc4)cs3)n2C)cc1
12: O=C(CCC(=O)c1ccccc1)NC1CCCN(Cc2ccccc2F)C1 (stereo not drawn)
13: COc1ccc(C2C(C(=O)NC(C)C)c3ccccc3C(=O)N2C)cc1OC (stereo not drawn)
14: O=C(O)c1cc([N+](=O)[O-])ccc1NCc1ccccc1Cl
15: Cc1cccc(NC(=O)NNC(=O)COc2ccc3ccccc3c2)c1
Compound	11	12	13	14	15
Tb PGK inh	i	i	-1.9%	-5.3%	i
Pol iota inh	3.1%	23.1%	20.5%	68.8%[activator]	11.5%
RXFP1 antag	-14.0	-3.2	-5.9	-16.0	-4.2
BLM inh	-3.0%	-0.3%	-0.7%	3.1%	-2.2%
POLB inh	-26.4%	10.8%	-0.8%	-10.8%	8.0%
Pol eta inh	-5.7%	-15.6%	-22.6%	-16.9%	-3.9%
APE1 inh	-0.4%	2.2%	4.8%	3.6%	18.7%
POLK inh	6.7%	4.7%	-9.8%	0.1%	5.5%
Apoferritin bind	-4.9%	-5.5%	-10.3%	?	-12.7%

16: CN(c1ccccc1)S(=O)(=O)c1cccc(NS(=O)(=O)c2ccc(/C=C/C(=O)O)cc2)c1
17: CCOc1ccc(C(C(=O)NCCC(C)C)N(CCO)C(=O)c2snc(C(N)=O)c2N)cc1 (stereo not drawn)
18: COc1cccc(C2CC(=O)Nc3c2c(=O)nc2c(C)cccn32)c1OC (stereo not drawn)
19: Cc1cccc(OCC(=O)N/N=C\c2cc3c(cc2[N+](=O)[O-])OCO3)c1C
20: O=C(Nc1ccc(S(=O)(=O)Nc2ncccn2)cc1)c1ccccc1Br
Compound	16	17	18	19	20
Tb PGK inh	i	-2.7%	-2.9%	-1.6%	-3.7%
Pol iota inh	-19.7%	24.5%	-4.5%	12.9%	-18.5%
RXFP1 antag	-2.5	6.7	-2.7	17.2	.
BLM inh	-5.4%	-5.7%	-0.1%	1.1%	-5.0%
POLB inh	-17.8%	11.9%	0.4%	2.0%	12.8%
Pol eta inh	-3.5%	-7.9%	-17.9%	-4.1%	-3.7%
APE1 inh	1.5%	-6.6%	.	-1.2%	-6.2%
POLK inh	-5.3%	-8.4%	0.3%[60.1 µM]	-5.5%	3.5%
Apoferritin bind	-4.0%	-6.6%	25.6%	?	-4.9%

# In the list so far, two contain an NH in an aromatic ring.
4: Cc1ccc2nc(C(C)O)[nH]c2c1 (stereo not drawn)
10: COc1ccc(CC(C#N)(CO)c2nc3ccccc3[nH]2)cc1 (stereo not drawn)
Compound	4	10
Tb PGK inh	-5.3%	-1.6%
Pol iota inh	-0.3%	22.6%
RXFP1 antag	-19.1	7.3
BLM inh	-5.3%	1.6%
POLB inh	2.4%	10.3%
Pol eta inh	6.4%	-11.3%
APE1 inh	8.4%	21.0%
POLK inh	-13.3%	-23.7%
Apoferritin bind	-2.8%	-15.0%

# Remaining list, next part.
21: O=C1CCc2cc(S(=O)(=O)N3CCN(c4cccc(Cl)c4)CC3)ccc2N1
22: Cc1c(NS(=O)(=O)c2cc(C(=O)NC(C)c3ccccc3)ccc2Cl)c(=O)n(-c2ccccc2)n1C (stereo not drawn)
23: Cc1cccc(S(=O)(=O)N2CCN(Cc3ccc4c(c3)OCO4)CC2)c1
24: COc1ccc(-n2cnc3scc(-c4ccc(OC)c(OC)c4)c3c2=O)cc1
25: O=[N+]([O-])c1cccc(-n2cc3ccc([N+](=O)[O-])cc3n2)c1
Compound	21	22	23	24	25
Tb PGK inh	4.0%	-11.0%	-3.8%	.	-3.8%
Pol iota inh	21.3%	14.0%	26.4%	6.6%	14.7%
RXFP1 antag	12.0	-17.4	-15.1	-3.0	-4.3
BLM inh	-0.6%	.	-5.2%	-0.4%	.
POLB inh	47.7%	.	-0.2%	0.1%	.
Pol eta inh	-14.4%	-8.3%	-20.2%	-11.5%	-20.2%
APE1 inh	4.5%	27.7%	33.2%	0.8%	15.5%
POLK inh	0.0%	-9.8%	-4.6%	-15.4%	-13.1%
Apoferritin bind	-13.0%	.	-4.1%	-9.2%	.

26: COc1ccc(CNC(=O)Cn2cncn2)cc1OC
27: Cn1cnnc1SCC(=O)N1CCC(Cc2ccccc2)CC1
28: O=S(=O)(Nc1cccc2cn[nH]c12)c1ccc(F)cc1
29: Cc1ccccc1-c1nc(CS(=O)(=O)CC(=O)NCCCN2CCCC2)c(C)o1
30: Cn1c(=O)c2c(nc(SCC(=O)O)n2Cc2cccc(C(F)(F)F)c2)n(C)c1=O
Compound	26	27	28	29	30
Tb PGK inh	-0.4%	-9.3%	i	8.4%	-7.5%
Pol iota inh	-24.2%	11.1%	-3.2%	48.1%[activator]	16.5%
RXFP1 antag	-7.3	-2.6	-4.4	2.5	-4.3
BLM inh	-0.8%	-1.8%	-1.0%	4.1%	0.5%
POLB inh	0.1%	12.1%	1.8%	14.0%	5.0%
Pol eta inh	-0.2%	3.4%	-9.5%	-21.4%	-0.5%
APE1 inh	-4.1%	1.5%	-1.6%	17.2%	1.7%
POLK inh	-6.9%	-2.4%	0.5%	0.6%	6.0%
Apoferritin bind	-3.2%	-17.3%	-12.6%	-18.2%	1.3%

31: CCCCCCCCCCCCCCCCCCOC[C@H](COP(=O)([O-])OCC[N+](C)(C)C)OC
32: COc1cccc(NC(=O)Cn2c(=O)n(-c3ccccc3)c(=O)c3sccc32)c1
33: C[C@@H](CSc1ccccc1)CN1CC[C@H](O)CCC1=O
34: COc1ccccc1CCNC(=O)C(=O)NCCC1CCCCN1S(=O)(=O)c1cccs1 (stereo not drawn)
35: CCOc1ccc(S(=O)(=O)N2CCC(C(=O)OC(C)C(=O)NC3CCCCC3C)CC2)cc1 (stereo not drawn)
Compound	31	32	33	34	35
Tb PGK inh	.	4.2%	-5.8%	i	i
Pol iota inh	1.2%[58.9 µM]	-10.3%	6.3%&8.7%	39.6%[activator]	18.5%
RXFP1 antag	.	5.9	.	18.2	8.4
BLM inh	-4.0%	-0.7%	-0.7%	.	.
POLB inh	11.7%[57.1 µM]	0.5%	13.5%	.	.
Pol eta inh	-2.2%[57.1 µM]	-2.4%	1.7%	-20.6%	-16.0%
APE1 inh	1.1%&8.5%	-5.6%	-10.1%	-9.9%	-10.5%
POLK inh	-17.7%[60.1 µM]	-11.2%	-0.3%&3.4%	0.7%	-5.7%
Apoferritin bind	-18.6%	-15.6%	-9.1%	.	.

36: COCCCNC(=O)Cn1c(=O)n(Cc2ccc(F)cc2)c(=O)c2sccc21
37: CCCN(CCC)Cc1c(C(=O)N/N=C/c2ccsc2)nnn1-c1nonc1N
38: CC(C)NC(=O)C(C)n1cccc1C(=O)c1ccccc1 (stereo not drawn)
39: COc1cccc(C2/C(=C(\O)c3ccc4c(c3)OCCO4)C(=O)C(=O)N2CCN(C)C)c1 (stereo not drawn)
40: Clc1ccc(-c2nnc(-c3cccnc3)o2)cc1
41: O=C(CCNS(=O)(=O)c1cccc2nsnc12)N1CCc2ccccc21
42: CC1CC(=O)N(C)c2ccc([N+](=O)[O-])cc2N1 (stereo not drawn)
Compound	36	37	38	39	40	41	42
Tb PGK inh	-1.2%	-1.4%	-4.7%	1.5%	-4.6%	-5.8%	8.3%
Pol iota inh	95.9%[activator]	23.0%	-6.0%	2.5%	56.5%[activator]	-4.4%	136.7%[activator]
RXFP1 antag	6.0	4.1	-0.3	3.6	-2.0	-4.1	3.1
BLM inh	0.3%	-6.9%	0.8%	8.91µM*	1.3%	-1.6%	4.8%
POLB inh	-0.1%	1.8%	40.0%	19.6%	-1.2%	?	-1.0%
Pol eta inh	2.5%	6.4%	-8.8%	-1.3%	-4.4%	-19.0%	-16.1%
APE1 inh	61.1%[activator]	-3.0%	14.1%	?	40.5%	2.3%	2.7%
POLK inh	-10.6%	0.0%	-1.1%	-3.1%	0.5%	-5.7%	-13.7%
Apoferritin bind	-6.8%	-11.6%	-6.5%	-19.1%	28.9%	-18.9%	-3.3%
